Source: PubChem
TDP1 cell CPT = DT40-hTDP1 cell growth loss with CPT; chicken DT40 Tdp1-/-;hTDP1 cells + 20 nM CPT, ATP luminescence, 48 h; Potency, µM (top dose mostly 46.2 µM), for inactives: top-dose activity change, negative = growth inhibition, actives largely listed as inhibitors; hit rate 12% among 420,000; AID 686979; further: nearly all actives have a fitted effect of over 55% in size
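Chicken DT40 Tdp1-/- cells complemented with human TDP1, 400 cells/well, exposed to compounds plus 20 nM camptothecin for at least 48 h at 37 C; viability read as ATP content by CellTiter-Glo luminescence.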
TDP1 inh = TDP1 (human) enzyme inhibition; recombinant TDP1, AlphaScreen DNA substrate cleavage; AID 485290; hit rate 0.28% among 350,000; Q9NUW8; Potency, µM (top dose mostly 130 µM), for the others: top-dose activity change, negative = inhibition, hits mostly inhibitors; further: nearly all actives have a fitted effect of over 40% in size
Target sequence (Q9NUW8 whole entry, looked up): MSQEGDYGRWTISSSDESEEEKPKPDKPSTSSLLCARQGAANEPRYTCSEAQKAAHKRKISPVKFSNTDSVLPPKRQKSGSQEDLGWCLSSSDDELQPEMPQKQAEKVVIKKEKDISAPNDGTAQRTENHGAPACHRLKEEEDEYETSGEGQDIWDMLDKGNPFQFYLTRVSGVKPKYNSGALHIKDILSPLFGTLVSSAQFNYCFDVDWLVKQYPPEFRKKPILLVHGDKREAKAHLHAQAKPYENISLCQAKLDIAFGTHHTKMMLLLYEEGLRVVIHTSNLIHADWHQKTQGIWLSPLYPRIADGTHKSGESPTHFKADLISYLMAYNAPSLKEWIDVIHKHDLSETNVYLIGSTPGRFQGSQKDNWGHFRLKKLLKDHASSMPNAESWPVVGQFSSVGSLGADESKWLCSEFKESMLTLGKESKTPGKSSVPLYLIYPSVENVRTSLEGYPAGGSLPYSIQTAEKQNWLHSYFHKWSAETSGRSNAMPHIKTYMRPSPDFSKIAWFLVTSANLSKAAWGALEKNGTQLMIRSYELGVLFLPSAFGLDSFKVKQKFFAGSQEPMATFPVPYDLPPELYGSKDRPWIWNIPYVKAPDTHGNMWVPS
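Recombinant human Tdp1 (E. coli-expressed, 1 nM final) preincubated with compounds 15 min at room temperature, then 5'-biotin/3'-phosphotyrosine-FITC DNA substrate (15 nM final) added for 5 min. AlphaScreen beads (10 ug/ml final) added 10 min; cleavage lowers signal.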
DT40 TDP1 no CPT = qHTS for Inhibitors of human tyrosyl-DNA phosphodiesterase 1 (TDP1): qHTS in cells in absence of CPT; hit rate 15% among 420,000; Potency, µM (series often up to 46.2 µM), for the others: at the top dose activity change, negative = growth inhibition, usual class: inhibitors; DT40 Tdp1-/- hTDP1 cells, no CPT, ATP luminescence, 48 h; further: nearly all actives have a fitted effect of over 55% in size
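Chicken DT40 Tdp1-/- cells complemented with human TDP1, screened without camptothecin (DMSO vehicle only), 400 cells/well. Compounds pin-transferred, cells incubated at 37 °C for at least 48 hr. Growth read as ATP-dependent luminescence (CellTiter-Glo, 30 min at RT).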
* = called active by the depositor; ? = inconclusive; / = not tested or not shown; & = joins results of further samples; [ ] = remark or other dose. The call rests on the fitted dose curve; in most records, active means well fitted curve in the direction sought with a large enough effect; inconclusive means small, poorly fitted or top-dose-only effect, or another doubt; inactive means no such curve, though single readings can be large; an effect the other way counts as inactive or inconclusive. On the % scale 0 is the no-effect control and ±100 the full control effect; potency means the concentration at half of the fitted maximal effect.

The line under a structure holds: TDP1 inh, TDP1 cell CPT, DT40 TDP1 no CPT
Cc1ccccc1CN1C(=O)c2ccccc2S(=O)c2ccc(C(=O)NCc3ccc(Cl)cc3)cc21 (centres undefined)
 : 8%, ?, ?
COc1ccccc1-c1nc(S(=O)(=O)c2ccc(Cl)cc2)c(N2CCCCCC2)o1
 : /, 16µM*, 16µM*
O=C(Nc1cc(C(F)(F)F)ccc1N1CCCC1)c1cccnc1
 : 6%, -19%, -17%
CCS(=O)(=O)c1ncc(Cl)c(C(=O)N2CCN(c3ccc(OC)cc3)CC2)n1
 : 2%, ?, 4.1µM*
COc1ccc(NC(=O)c2oc3ccccc3c2NC(=O)c2cc(=O)c3c(C)cc(C)cc3o2)cc1
 : 2%, ?, 2.9µM*
O=C(Nc1nnc(CSCc2ccc(F)cc2)s1)c1ccc([N+](=O)[O-])cc1
 : -3%, 5%, -19%
CC1Cc2cc(S(=O)(=O)NCc3ccc(F)cc3)ccc2N1C(=O)C1CCC1 (centres undefined)
 : 0%, ?, 2.9µM*
CC1=C(C(=O)N(C)C)CC(CC(=O)NCc2cccc3ccccc23)C(=O)N1Cc1ccc(C(C)(C)C)cc1 (centres undefined)
 : /, -11%, ?
Oc1ccc(N2CCN(CC(O)c3ccccc3)CC2)cc1 (centres undefined)
 : 3%, ?, ?
COc1ccc(/C=N/NC(=O)c2cccs2)c2ccccc12
 : /, ?, 8.2µM*
O=C(Nc1ccc2c(c1)OCCO2)C(c1cc2ccccc2o1)N1CCN(c2ccc(F)cc2)CC1 (centres undefined)
 : /, ?, -20%
COc1cc(C)c(NC(C)C(=O)c2c(C)[nH]c3ccccc23)cc1OC (centres undefined)
 : /, ?, ?
O=S1(=O)CC(N2CCN(c3ncccn3)CC2)CN1Cc1ccc(F)cc1 (centres undefined)
 : /, -9%, -12%
Clc1cccc(Cc2c(-c3ccccc3)nc3ccc(Br)cn23)c1
 : /, ?, ?
Cc1ccc(Oc2ccc(S(=O)(=O)N3CCOCC3)cc2C(N)=O)cc1C
 : 0%, ?, ?
O=S(=O)(Nc1ccccn1)c1cccc(S(=O)(=O)c2ccc(Br)cc2)c1
 : 6%, 0%, -19%
COc1cccc(NC(=S)NC(C)c2ccc(OC)c(OC)c2)c1 (centres undefined)
 : -3%, -7%, -17%
O=C(COC(=O)c1n[nH]c2ccccc12)Nc1ccc(Cl)cc1[N+](=O)[O-]
 : 5%, 3%, ?
CCn1cc(CNC(=O)c2ccc(OC3CCN(Cc4ccccn4)CC3)cc2)cn1
 : 3%[56.1 µM], ?, ?
Cc1cc(C)nc(Sc2ccc3nnc(C(F)(F)C(F)(F)C(F)(F)F)n3n2)n1
 : -6%, -8%, -23%
COc1cc(C(c2c(C)[nH][nH]c2=O)c2c(C)[nH][nH]c2=O)ccc1OC(C)C
 : -7%, 12%, -23%
COc1ccc(OC)c(NC(=O)CCOc2cccc(C)c2)c1
 : 9%, ?, ?
COc1ccc(/C=C2/C(=O)N=C3SCCN32)cc1
 : 3%, 12%, -5%
COCCN(C(=O)c1csnn1)C(C(=O)NC1CCCCC1)c1ccc(C)cc1 (centres undefined)
 : -3%[0.0935 µM], -8%, -18%
CC(C)(C)NS(=O)(=O)c1ccc(CCC(=O)N2CCCCC2)cc1
 : 7%, -16%, -9%
CC(Sc1nnc(-c2cccnc2)o1)C(=O)NC1CCCC1 (centres undefined)
 : 1%, -10%, -4%
CCc1ccc(CN(C)C(=O)c2cc(=O)c3ccccc3o2)cc1
 : 6%, ?, -17%
C[C@H](CO)N1C[C@H](C)[C@@H](CN(C)C(=O)CC2CC2)Oc2cc(Br)ccc2S1(=O)=O
 : /, ?, 21µM*
COc1cccc(-c2nc(-c3ccc(Br)o3)no2)c1
 : 6%&14%, -11%&-12%, -15%&-22%
Cc1ccc2c(C)c(C(=O)NCC(C)(C)N3CCOCC3)oc2c1C
 : 3%, ?, ?
CCN(CC)S(=O)(=O)c1ccc2c(c1)c(=O)c(C(=O)NCc1cccs1)cn2C
 : 0%, ?, ?
CCCCn1c(=O)nc2n(-c3ccccc3)c3ccccc3cc-2c1=O
 : 0%, ?, ?
Cc1ccc(C(=O)Nc2nccc(-c3cccs3)n2)cc1
 : 6%, -12%, -19%
COCCN(CCOC)S(=O)(=O)c1ccc(C(=O)NC2CCN(Cc3ccccc3)CC2)cc1
 : 0%, -1%, ?
Cc1cc(SCC(=O)OCC(=O)N(CCC#N)c2ccccc2)nc2ccccc12
 : /, -8%, -23%
COC(=O)CN1C(=S)N(C)C(=O)C1CC(=O)Nc1ccccc1 (centres undefined)
 : 0%, 3%, -29%
COc1ccc(NC(=O)Nc2ccc3c(c2)C(=O)N([C@H](C)CO)C[C@H](C)[C@@H](CN(C)S(=O)(=O)c2cccs2)O3)cc1
 : 2%, ?, ?
C=CCC[C@H](Cc1ccc(F)cc1)C(=O)OC[C@@H](NC(=O)[C@@H](CC=C)CC(=O)N[C@@H](CO)Cc1ccccc1)C(C)(C)C
 : 2%, 21µM*, 21µM*
O=C(CSc1nc2ccccc2nc1Cc1ccccc1)N1CCCc2ccccc21
 : 3%, ?, ?
CCOc1cc2[nH]c(=O)n(CCC(=O)N3CCN(c4ccccc4OC)CC3)c(=O)c2cc1OCC
 : -3%, -12%, ?
O=C(COc1ccc(Cl)cc1Cl)N/N=C/c1cccnc1
 : /, -21%, -18%
N#Cc1ccsc1NC(=O)CN1CCN(S(=O)(=O)c2cc(Cl)ccc2Cl)CC1
 : 3%, ?, 21µM*
O=[N+]([O-])c1ccc(-c2ccc(/C=N/Nc3nc(N4CCCC4)nc(N4CCCC4)n3)o2)cc1
 : -1%, 15µM*, 4.6µM*
CCOc1ccc(NC(=O)c2ccccc2NC(=O)CN2CCCCCC2)cc1
 : 2%, -23%, ?
CC(C)NC(=O)COC(=O)CNC(=O)C1CCCCC1
 : -1%, -4%, -7%
O=C(c1cc2sccc2n1Cc1ccc(F)cc1)N1CCN(c2nc3ccccc3s2)CC1
 : 5%[56.1 µM], 13µM*, 21µM*
Cc1cc(OCC(=O)Nc2nnc(C3CC3)s2)ccc1[N+](=O)[O-]
 : 2%, 24%, -26%
Cc1cc(C([O-])=C(C(=S)Nc2ccc(F)cc2)[n+]2ccccc2)c(C)n1-c1ccc(F)cc1
 : /, 26µM*, 21µM*
Clc1cccc(CNCCNCc2cccc(Cl)c2)c1
 : 7%, -22%, ?
CCc1sc(C(=O)Nc2nc(C)cs2)cc1C
 : 1%, ?, ?
CCC(O)(c1ccccc1)C(CN1CCOCC1)c1ccccc1 (centres undefined)
 : /, ?, -21%
CC1(Cc2ccc(OC(F)(F)F)cc2)C(=O)Nc2ccc(S(=O)(=O)NC3CCCCC3)cc21 (centres undefined)
 : /, ?, ?
CSCC[C@H](NC(=O)OC(C)(C)C)C(=O)N/N=C/c1cc2ccc(C)cc2nc1Cl
 : 3%, -29%, ?
O=C(O)CCCN=C1NC2(CCCC2)Cc2ccccc21
 : -2%, -1%, -2%
COc1cccc(CC2(CO)CCCN(Cc3ccc(OC)c(C)c3OC)C2)c1 (centres undefined)
 : /, 18µM*, 16µM*
Cc1ccc(C)c(NC(=O)CSc2cccc3cccnc23)c1
 : 1%, 2%, -6%
O=C1CCN(Cc2ccccc2)S(=O)(=O)c2c(F)cc(F)cc21
 : -1%, ?, ?
O=C(O)[C@H](Cc1ccccc1)NC(=O)N1CCC(Cc2ccccc2)CC1
 : -4%, -15%, -17%
COc1ccc2nc(Nc3nc(C)c(CCC(C)C)c(=O)[nH]3)nc(C)c2c1
 : 0%, ?, 18µM*
CC(=O)Nc1ccc(/C=N/NC(N)=S)cc1
 : 6%&8%, 5%&-23%, -18%&-12%

2 entries from above, as labelled records.
Cc1ccc(C(=O)Nc2nccc(-c3cccs3)n2)cc1
  TDP1 inh: 6%
  TDP1 cell CPT: -12%
  DT40 TDP1 no CPT: -19%

COCCN(CCOC)S(=O)(=O)c1ccc(C(=O)NC2CCN(Cc3ccccc3)CC2)cc1
  TDP1 inh: 0%
  TDP1 cell CPT: -1%
  DT40 TDP1 no CPT: ?

(continued)
The line under a structure holds: TDP1 inh, TDP1 cell CPT, DT40 TDP1 no CPT
c1ccc(-c2nnc3sc(-c4cc5ccccc5o4)nn23)cc1
 : 3%, 16µM*, ?
CCOC(=O)[C@H]1[C@H]2COc3ccccc3[C@@H]2N2C(=O)c3c(C)cc(C)cc3NC(=O)[C@@]12C
 : 1%, -8%, ?
CCCCn1nnc(NC(=S)NC(=O)c2ccc(OCC)c([N+](=O)[O-])c2)n1
 : 7%, ?, 21µM*
NC(=O)COc1ncn(-c2ccccc2)n1
 : 2%, 2%, -2%
CCOc1ccc(CCNC(=O)c2cnc3c(-c4ccc(F)cc4)c(C)nn3c2C)cc1OCC
 : 2%, 16µM*, 18µM*
O=Cc1cc([N+](=O)[O-])ccc1N1CCOCC1
 : 0%, -3%, -1%
O=C(Cn1c(=O)oc2ccccc21)Nc1nnc(N2CCCCCC2)s1
 : -3%, -10%, -22%
COc1ccc(C)c2sc(NC(=O)C3CC3)nc12
 : /, 10%, -11%
COc1ccc(C(=O)O/N=C(\N)c2ccc(OC)c(OC)c2)cc1
 : /, ?, -18%
O=C1CC(c2ccco2)Sc2nc3ccccc3n21 (centres undefined)
 : 10%, -13%, 4%
CCCc1nc2nc(C)c(NS(=O)(=O)c3ccc4c(c3)CCCC4)c(=O)n2[nH]1
 : 7%, 0%, -11%
Cc1cccn2c(=O)c3cc(S(=O)(=O)c4ccccc4)c(=N)n(Cc4cccnc4)c3nc12
 : /, -28%, 23µM*
O=C(O)CC(NC(=O)Cc1ccc([N+](=O)[O-])cc1)c1ccc2c(c1)OCO2 (centres undefined)
 : -5%, 5%, -2%
O=C(NCC1CCCO1)c1cccc(Oc2ccc([N+](=O)[O-])cc2Cl)c1 (centres undefined)
 : 3%, ?, 21µM*
Cc1ccc(C(=O)CSc2nc3ccccc3c(=O)[nH]2)cc1
 : 3%, 5.8µM*, 8.2µM*
COc1ccc(NC(=O)N2CCN(S(C)(=O)=O)CC2)cc1OC
 : 1%, -4%, -9%
C=Cc1ccc(Cn2c(C)c(CNCc3ccccc3C)c(C(=O)O)c2C)cc1
 : 5%, -16%, ?
O=C(c1ccccc1)N(CCN1CCOCC1)C1(C(=O)Nc2ccccc2)CCCCC1
 : 8%, -5%, -2%
COc1ccc(NC(=O)Cn2nnc(C(=O)Nc3ccccc3C)c2N)cc1
 : -3%, -2%, -5%
COC(=O)c1ccc(C23CC4(C2)[C@H](CN(Cc2ccc(C(F)(F)F)cc2)[C@@H]4c2ccccc2)C3c2ccc(Cl)nc2)cc1 (some centres undefined)
 : 7%&4%, 9.2µM*, 10µM*
COc1ccc(N2CCN(C(=S)NCCc3ccccc3)CC2)cc1
 : /, ?, ?
CCN1CCN(C(=O)/C=C\C(=O)O)CC1
 : 4%, 5%, -12%
NS(=O)(=O)c1cccc(NC(=O)c2cccc(N3C(=O)c4ccccc4C3=O)c2)c1
 : 3%, -9%, -12%
COc1ccc(OC)c(S(=O)(=O)Nc2cc3c(cc2C)n(C)c(=O)c(=O)n3C)c1
 : 7%, -14%, -25%
COc1cc(OC)c(C(=O)Nc2cccnc2)cc1OC
 : 4%, -11%, -8%
CN1CCN(C(=O)Cn2c(C(F)(F)F)nc3ccccc32)CC1
 : 5%, 19%, -2%

Among those listed so far, eleven have a Cl atom.
The line under a structure holds: TDP1 inh, TDP1 cell CPT, DT40 TDP1 no CPT
Cc1ccccc1CN1C(=O)c2ccccc2S(=O)c2ccc(C(=O)NCc3ccc(Cl)cc3)cc21 (centres undefined)
 : 8%, ?, ?
COc1ccccc1-c1nc(S(=O)(=O)c2ccc(Cl)cc2)c(N2CCCCCC2)o1
 : /, 16µM*, 16µM*
CCS(=O)(=O)c1ncc(Cl)c(C(=O)N2CCN(c3ccc(OC)cc3)CC2)n1
 : 2%, ?, 4.1µM*
Clc1cccc(Cc2c(-c3ccccc3)nc3ccc(Br)cn23)c1
 : /, ?, ?
O=C(COC(=O)c1n[nH]c2ccccc12)Nc1ccc(Cl)cc1[N+](=O)[O-]
 : 5%, 3%, ?
O=C(COc1ccc(Cl)cc1Cl)N/N=C/c1cccnc1
 : /, -21%, -18%
N#Cc1ccsc1NC(=O)CN1CCN(S(=O)(=O)c2cc(Cl)ccc2Cl)CC1
 : 3%, ?, 21µM*
Clc1cccc(CNCCNCc2cccc(Cl)c2)c1
 : 7%, -22%, ?
CSCC[C@H](NC(=O)OC(C)(C)C)C(=O)N/N=C/c1cc2ccc(C)cc2nc1Cl
 : 3%, -29%, ?
O=C(NCC1CCCO1)c1cccc(Oc2ccc([N+](=O)[O-])cc2Cl)c1 (centres undefined)
 : 3%, ?, 21µM*
COC(=O)c1ccc(C23CC4(C2)[C@H](CN(Cc2ccc(C(F)(F)F)cc2)[C@@H]4c2ccccc2)C3c2ccc(Cl)nc2)cc1 (some centres undefined)
 : 7%&4%, 9.2µM*, 10µM*
